# Compound activity (PubChem BioAssay)
# B2AR arrestin ag: beta-arrestin recruitment by human beta2-adrenergic receptor ligands; AID 1347077; Potency, µM (doses to about 46.1 µM), without a hit: top-dose activation, actives largely listed as activators; HTLA Tango cells, beta-arrestin recruitment, luciferase luminescence, 18 h; 44,000 tested, under 10 active; P07550;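 also: potency is read from the fitted curve at half-maximal effect; 0% = DMSO and full agonism = EC100 isoproterenol or metaproterenol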
#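 First, Tango cells carrying beta2-AR and beta-arrestin fusions received compound up to 46 microM. After 18 hr at 37 degrees C, luciferase substrate was added for 15 minutes, then luminescence gave %Activity for curve fitting.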
# GALK inh: inhibitors of human galactokinase (GALK) | 44,000 tested, under 10 active | P51570 | AID 1347072 | Potency, µM (doses to about 57.5 µM), for the others: at the top dose activity, negative = inhibition, most hits filed as inhibitors | recombinant GALK, Kinase-Glo ATP luminescence, 1 h;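 also: plate controls were full GALK reaction for no effect and reaction lacking GALK for full effect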
#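 Human GALK (5 nM) was incubated with 35 uM ATP and 100 uM galactose in 20 mM HEPES pH 8.0 with MgCl2, NaCl, DTT and BSA for 1 h at room temperature. Remaining ATP was measured by Kinase-Glo Plus luminescence.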
# p53null 39C tox: p53 null cell cytotoxicity, nonpermissive temperature; H1299 p53-null (neo) cells, 39C, ATPlite viability, 24 h; Potency, µM (series often up to 46.1 µM), without a hit: at the top dose activity, negative = cell killing, hits mostly cytotoxic; 55,000 compounds, 0.97% hits; AID 904;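 also: potency is read from the fitted curve at half-maximal effect; 0% = DMSO only and -100% = full killing by 100 µM tamoxifen; nearly all actives have a fitted effect of over 50% in size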
#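 Concentration-response (up to 46 uM) was run for 24 h at the nonpermissive 39C on H1299-p53A138V or H1299-neo cells. ATP content was measured with ATPlite luminescence. AC50 values were Hill-modeled after normalizing between DMSO and 100 uM tamoxifen killing.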
# NTMT1 inh: inhibitors of human N-terminal methyltransferase NTMT1; Q9BV86; NTMT1 MTase-Glo SAH luminescence, purified enzyme; Potency, µM (top dose mostly 114 µM), without a hit: at the top dose activity change, negative = inhibition, usual class: inhibitors; 59,000 compounds, 2.5% hits; AID 1645870;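 also: potency is read from the fitted curve at half-maximal effect; plate controls were DMSO vehicle for no effect and no enzyme for full effect; nearly all actives have a fitted effect of over 65% in size; many of its hits are not listed in these tables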
# Target sequence (Q9BV86 whole entry, looked up): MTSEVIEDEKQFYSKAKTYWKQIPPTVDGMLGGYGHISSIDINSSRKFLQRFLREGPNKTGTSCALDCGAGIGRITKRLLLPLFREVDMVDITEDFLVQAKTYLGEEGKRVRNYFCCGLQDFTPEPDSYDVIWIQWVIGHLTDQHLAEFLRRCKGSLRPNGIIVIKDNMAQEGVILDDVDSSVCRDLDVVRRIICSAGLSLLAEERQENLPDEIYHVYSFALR
# FH mod: Identification of activators of human fumarate hydratase by quantitative high-throughput screening | Fumarate hydratase, mitochondrial (Homo sapiens), P07954 | FH coupled MDH/diaphorase resazurin fluorescence, 15 min | Potency, µM (series often up to 79.9 µM), for inactives: at the highest dose activity change, negative = inhibition, hits mostly inhibitors | 54,000 compounds, 0.22% hits | AID 1347055, 2019; also: potency is read from the fitted curve at half-maximal effect; % is scaled to controls: 0 for no effect and ±100 for the full control effect; the screen sought activators but most active calls are inhibition curves; nearly all actives have a fitted effect of over 45% in size
# Target sequence (P07954 whole entry, looked up): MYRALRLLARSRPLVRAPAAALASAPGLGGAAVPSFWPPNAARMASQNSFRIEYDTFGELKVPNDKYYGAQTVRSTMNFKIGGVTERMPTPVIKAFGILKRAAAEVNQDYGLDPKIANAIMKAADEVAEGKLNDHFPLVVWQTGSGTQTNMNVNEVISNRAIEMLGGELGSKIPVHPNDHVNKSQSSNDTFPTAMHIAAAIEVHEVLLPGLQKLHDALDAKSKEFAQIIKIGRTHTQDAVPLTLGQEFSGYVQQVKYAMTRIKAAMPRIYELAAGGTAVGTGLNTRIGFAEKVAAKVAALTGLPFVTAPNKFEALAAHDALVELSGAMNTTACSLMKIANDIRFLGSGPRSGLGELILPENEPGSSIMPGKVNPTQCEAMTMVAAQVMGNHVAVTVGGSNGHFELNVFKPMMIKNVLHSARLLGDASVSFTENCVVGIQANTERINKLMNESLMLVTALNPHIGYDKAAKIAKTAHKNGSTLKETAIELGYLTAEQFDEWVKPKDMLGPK
# p53null 32C kill: kills p53 null cells at the permissive temperature | H1299-neo p53 null cells, ATP luminescence, 24 h, 32C | Potency, µM (series often up to 46.1 µM), for the others: top-dose activity change, negative = cytotoxicity, usual class: cytotoxic | 55,000 compounds, 0.62% hits | AID 903;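 also: potency is read from the fitted curve at half-maximal effect; 0% = DMSO only and -100% = full killing by 100 µM tamoxifen; nearly all actives have a fitted effect of over 55% in size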
#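 H1299-neo (p53-null) cells, 600/well, were pre-incubated overnight at 37C, then exposed to compounds at up to 46 uM for 24 hr at 32C. Viability was measured as ATP content by luminescence, and AC50 values came from Hill fits.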
# TSG101-PTAP inh: blocks PTAP binding to human TSG101, validation; Fluorescence polarization, FITC-PTAP peptide/Tsg101, 20 min; Potency, µM (titrated, usually from 115 µM), for inactives: at the highest dose activity change, negative = inhibition, hits mostly inhibitors; 44,000 tested, under 10 active; AID 1347069; also: potency is read from the fitted curve at half-maximal effect; 0% is about no effect
#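 FITC-labeled PTAP peptide (50 nM final) binding to Tsg101 binding domain (10 uM final) read by fluorescence polarization after 20 min at r.t. in HEPES pH 7.5 buffer. Actives by CRC class, <25 µM.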
# * hit, by the source's call; ? = inconclusive; · = no result given; [ ] = another dose, or the depositor's remark. Calls follow the shape of the dose curve; as a rule, active = well fitted curve in the direction sought with a large enough effect; inconclusive = small, poorly fitted or top-dose-only effect, or another doubt; inactive = no such curve, though single readings can be large; an effect the other way counts as inactive or inconclusive. These rows are one share of the data (hit frequency here may not be typical).
# Values run as follows: B2AR arrestin ag	GALK inh	p53null 39C tox	NTMT1 inh	FH mod	p53null 32C kill	TSG101-PTAP inh
CCc1cccc(OCC(=O)Nc2ccc(S(=O)(=O)Nc3cc(C)nc(C)n3)cc2)c1
→ 1%	-3%	1%	-7%	1%	5%	-2%
CCn1c(C)c(C2N3CC4(C)CN2CC(C)(C3)C4=O)c2ccccc21 (stereo not drawn)
→ -1%	0%	-20%	3%	-2%	4%	-1%
COc1ccccc1Cn1cc(C(=O)c2ccc(Cl)cc2)c(=O)c2ccccc21
→ 1%	7%	?	?	-5%	2%	2%
Cc1cccc(Nc2nnc(-c3ccc(C)c(S(=O)(=O)NCC4CCCO4)c3)c3ccccc23)c1 (stereo not drawn)
→ 1%	1%	?	9%	-7%	26%	-1%
COCCn1c(=O)[nH]c2cc(C(=O)NCc3ccccc3Cl)ccc2c1=O
→ -2%	6%	-9%	-4%	8%	-24%	-2%
CC1CCc2c(sc(NC(=O)C3c4ccccc4Oc4ccccc43)c2C(=O)OC(C)C)C1 (stereo not drawn)
→ 1%	0%	-20%	11%	2%	-12%	-3%
O=C(COCc1cc(-c2ccc3c(c2)OCO3)on1)N1CCN(c2ccccc2)CC1
→ 1%	2%	-10%	1%	-14%	3%	4%
CCOC(=O)c1cnc2cc(C(F)(F)F)ccc2c1N1CCN(c2cccc(Cl)c2)CC1
→ -1%	5%	·	-8%	-32%	·	1%
Cn1c(=O)c2c(-c3ccccc3)n3c4ccccc4nc(-c4ccccc4)c3c2n(C)c1=O
→ 1%	6%	-9%	15%	-11%	1%	-3%
CCOC(=O)N1CCN(Cc2nc3cc(NC(=O)CC)ccc3n2C(C)C)CC1
→ -4%	2%	-11%	-12%	13%	6%	-1%
CCOC(=O)c1cc(-c2ccc(OC)c(S(=O)(=O)Nc3ccc(OC)cc3OC)c2)on1
→ 2%	0%	4%	-9%	-19%	-2%	3%
CC1Cc2ccccc2N1S(=O)(=O)c1nnc(NC(=O)c2ccccc2Br)s1 (stereo not drawn)
→ -1%	3%	-27%	2%	-3%	-9%	-2%
CCOc1ccccc1NC(=O)N1CCC(N2CCN(Cc3ccccc3)C(=O)C2=O)CC1
→ -3%	-7%	7%	5%	1%	9%	-7%
CCOc1ccc(S(=O)(=O)c2cn(Cc3cc(C)ccc3C)c3ccc(OCC)cc3c2=O)cc1
→ 1%	-10%	17%	-2%	-2%	3%	1%
Cc1c(C)n(Cc2ccccc2)c2ccc(C(=O)NCc3ccc(OC(C)C)cc3)cc12
→ -1%	-1%	-3%	-5%	-18%	8%	-1%

# Two successive entries from above, quoted:
# Values run as follows: B2AR arrestin ag	GALK inh	p53null 39C tox	NTMT1 inh	FH mod	p53null 32C kill	TSG101-PTAP inh
CCc1cccc(OCC(=O)Nc2ccc(S(=O)(=O)Nc3cc(C)nc(C)n3)cc2)c1
→ 1%	-3%	1%	-7%	1%	5%	-2%
CCn1c(C)c(C2N3CC4(C)CN2CC(C)(C3)C4=O)c2ccccc21 (stereo not drawn)
→ -1%	0%	-20%	3%	-2%	4%	-1%

# (further entries)
# Values run as follows: B2AR arrestin ag	GALK inh	p53null 39C tox	NTMT1 inh	FH mod	p53null 32C kill	TSG101-PTAP inh
Cc1ccc(C)c(-c2[nH]c3c(c2-c2c(-n4cccc4)n(C)c(=O)[nH]c2=O)c(=O)[nH]c(=O)n3C)c1
→ -4%	0%	-13%	89µM*	-13%	7%	-2%
COc1ccc(C2C(C(=O)Nc3ccccc3)=C(C)Nc3nc(SCC(=O)c4ccc(C)cc4)nn32)cc1 (stereo not drawn)
→ -3%	0%	4%	13%	1%	3%	3%
COCCCNC(=O)C1CCN(Cc2cc3ccccc3n2Cc2cccc(C)c2)CC1
→ -2%	-1%	0%	-1%	-10%	7%	-2%
COc1ccc(NC(=O)CC2C(=O)N(c3ccc(OC)cc3)C(=O)N2Cc2ccc(OC)c(OC)c2)cc1 (stereo not drawn)
→ 0%	6%	5%	18%	-29%	-4%	0%
COc1ccc(NC(=O)c2ccc3nc(CCc4ccccc4)oc3c2)c(OC)c1
→ -1%	4%	-16%	-18%	-4%	-7%	-5%
N#Cc1ccc(C(=O)Nc2ccc3c(c2)N(C2CCCC2)C(=O)c2ccccc2S3)cc1
→ -2%	-2%	16%	10%	-31%	-8%	1%
CCNS(=O)(=O)c1cc(-c2nnc(Nc3cccc(C(F)(F)F)c3)c3ccccc23)ccc1C
→ -1%	-1%	1%	10%	?	9%	-2%
O=C(NCc1ccccc1)C1CCN(c2ncnc3c2nc2n3CCCCC2)CC1
→ -1%	1%	3%	11%	9%	-3%	-7%
Cc1ccc(-n2c3c(cc(C(=O)Nc4ccccc4C(N)=O)c2=O)C(=O)CC(C)(C)C3)cc1
→ 0%	1%	-6%	0%	-19%	2%	-11%
CCc1ccc(-c2nc(SCC(=O)NCCOC)c(-c3ccc(C)cc3)[nH]2)cc1
→ -2%	0%	-11%	2%	-6%	-10%	0%
Cc1cc2c(cc1C)C(c1cccc(OC(C)C)c1)CC(=O)N2 (stereo not drawn)
→ 1%	1%	6%	-3%	-8%	25%	-1%
CCCC(=O)Nc1nnc(S(=O)(=O)N(C)Cc2ccc(Cl)cc2)s1
→ 2%	1%	-11%	8%	1%	6%	3%
CCc1ccc(-c2nc(CN3CCC(C(=O)NCCc4ccc(C)cc4)CC3)c(C)o2)cc1
→ -2%	9%	8%	6%	-5%	-3%	-10%
COc1ccc(NC(=O)CN2C(=O)CSc3ccc(S(=O)(=O)N(C)C)cc32)cc1OC
→ -2%	0%	21%	-3%	-9%	1%	1%
COc1ccc(NC(=O)C(C)N(c2ccccc2)S(C)(=O)=O)cc1 (stereo not drawn)
→ -2%	2%	40%[activator]	?	-5%	-1%	-4%
Cc1ccc(OCC(O)Cn2c(=N)n(CCN3CCCCC3)c3ccccc32)cc1 (stereo not drawn)
→ 1%	2%	13µM*	?	-6%	-3%	-1%
CCOc1ccccc1NC(=O)CCc1c(C)nn(-c2ccc(N3CCCCC3)nn2)c1C
→ 0%	-2%	-11%	·	·	-26%	-8%
CCCC(=O)N(c1ccc2oc(-c3ccccc3)c(C(=O)OCC)c2c1)S(=O)(=O)c1ccc(C)cc1
→ 0%	2%	25%	13%	-14%	20%	2%
O=c1n(Cc2ccc(Cl)cc2)nc2n1-c1ccccc1OC2
→ 1%	0%	·	?	2%	·	-8%
Cc1ccc(C)c(N2CCN(C(=O)C(CC(C)C)NS(=O)(=O)c3ccc4nc(C)sc4c3)CC2)c1 (stereo not drawn)
→ -2%	8%	23%	5%	?	-6%	1%
Cc1ccc(C(=O)N2CCN(c3ccccc3F)CC2)cc1NC(=O)c1nsc2ccccc12
→ 0%	-5%	22%	7%	-15%	10%	2%
CCOC(=O)c1cc(OC(=O)c2ccc(Cl)cc2)n(-c2ccccc2)n1
→ 1%	3%	-17%	-24%	5%	2%	0%
CCc1nnc2c(N3CCN(c4cccc(C(F)(F)F)c4)CC3)nc3ccccc3n12
→ 0%	0%	19%	17%	-17%	-7%	-8%
COCCn1c(C)cc(O)c(C(c2cccc(F)c2)N2CCN(c3ccccc3)CC2)c1=O (stereo not drawn)
→ 0%	0%	-4%	?	-9%	-9%	-3%
CC1=C(C(N)=O)C(c2ccc(C)cc2)n2nc(SCc3ccccc3F)nc2N1 (stereo not drawn)
→ -1%	6%	36%[activator]	-2%	-10%	5%	-1%
CC(C)(C)OC(=O)N1CCC(c2c(C(=O)N3CCCCC3)cnn2-c2ccccc2Cl)CC1
→ -1%	-1%	-4%	2%	12%	0%	-1%
Cc1cc(F)ccc1NC(=O)C1CCCN(C(=O)c2cnn(-c3ccccc3)c2-n2cccc2)C1 (stereo not drawn)
→ 1%	1%	-14%	2%	0%	16%	-3%
CCOc1ccc(OCC(=O)NCCS(=O)(=O)N2CCN(c3cccc(Cl)c3)CC2)cc1
→ 0%	0%	17%	1%	6%	9%	1%
CC1=C(C(=O)Nc2ccc(C)cc2C)C(c2ccc(O)cc2)n2nc(SCC(=O)c3ccc(C)cc3)nc2N1 (stereo not drawn)
→ -3%	-2%	-2%	?	-9%	-3%	-4%
Cn1c(=O)oc2cc(S(=O)(=O)Nc3ccccc3O)ccc21
→ 0%	1%	-13%	3%	-15%	14%	11%
CCOc1ccc(Nc2sc(C(=O)c3ccc4c(c3)OCO4)c(N)c2S(=O)(=O)c2ccc(C)cc2)cc1
→ -1%	2%	12%	12%	-5%	-1%	2%
COc1ccc(N2CCN(S(=O)(=O)CCNC(=O)c3cc(=O)c4ccccc4o3)CC2)cc1
→ -1%	1%	-14%	1%	-4%	-3%	1%
COc1ccc(CCNC(=O)c2cc3sccc3n2Cc2ccc(Cl)cc2)cc1OC
→ 1%	-1%	3%	?	?	-2%	2%
O=C(CSc1nc(=O)n(CCN2CCOCC2)c2c1CCC2)Nc1cccc(Cl)c1
→ -3%	-4%	28%	-4%	-8%	-1%	-3%
COc1ccccc1CNC(=O)C1CCN(C(=O)c2sccc2-n2cccc2)CC1
→ 0%	5%	-2%	-5%	-26%	-2%	-7%
Cc1ccc(C)c(NC(=O)C(C)N(c2ccccc2)S(C)(=O)=O)c1 (stereo not drawn)
→ 0%	4%	13%	-4%	-31%	5%	0%
Cc1ccc(-c2cc3c(n2-c2ccc(F)cc2)CC(C)(C)CC3=O)cc1
→ -2%	8%	4%	2%	-14%	0%	0%
Cc1ccccc1NS(=O)(=O)c1ccc2[nH]cc(C(=O)NC(C)c3ccccc3)c(=O)c2c1 (stereo not drawn)
→ -1%	-5%	16%	-15%	40µM*	10%	-2%
O=C(CSc1nnc(-c2ccccc2)c(-c2ccccc2)n1)NCCc1ccccc1
→ -1%	3%	-8%	12%	-14%	7%	25%
Cc1ccc(Sc2ccc(N3CCCC(C(=O)Nc4ccc(F)cc4)C3)nn2)cc1 (stereo not drawn)
→ 1%	2%	-10%	-12%	-12%	10%	-4%
Cc1cc(C)c(NC(=O)Cn2nnc(S(=O)(=O)c3ccc(C)c(C)c3)c2N)c(C)c1
→ 6%	7%	1%	-9%	-4%	-4%	1%
COc1ccc(N2CCN(C(=O)c3ccc4c(c3)N(Cc3cccc(Cl)c3)C(=O)c3ccccc3S4(=O)=O)CC2)cc1
→ 1%	-2%	29%	19%	-15%	13%	0%
O=C(CN1C(=O)c2cccnc2Oc2ccc(Cl)cc21)NCCCN1CCCCC1
→ 0%	3%	5%	21%	4%	-2%	-1%
Cc1ccc2c(c1)C(c1ccccc1)N(C(=O)c1ccc(S(=O)(=O)N3CCCC3)cc1)CC(=O)N2 (stereo not drawn)
→ 1%	-3%	-1%	5%	-8%	4%	-2%
O=C(CN1C(=O)COc2ccc(S(=O)(=O)N3CCCCCC3)cc21)NCc1ccc(Cl)cc1
→ -2%	3%	15%	3%	?	13%	0%
Cc1ccc(C(=O)c2oc3ccccc3c2NC(=O)Cc2ccccc2)cc1
→ 0%	3%	-19%	6%	-6%	-8%	2%
